Screening results: PubChem BioAssay, The Scripps Research Institute Molecular Screening Center
DDE Tn6 FP inh: inhibitors of Tn6 peptide binding to fibrin DD(E), primary screen, biochemical, fluorescence polarization, human fibrin, Tn6 probe. Fibrin DD(E) TRITC-Tn6 fluorescence polarization displacement. inhibition, % at 8.3 µM. hit rate 0.21% among 370,000. AID 720509, 2013;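 active = inhibition above a per-campaign cutoff: mean of compounds within control limits plus 3 SD, cut at about 15% in these data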;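 also: 0% = median of all compound wells on the plate and 100% = blocking peptide control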
TDP2 inh: human TDP2 enzyme inhibitors, primary screen, biochemical, epi absorbance, recombinant enzyme. T5PNP hydrolysis, p-nitrophenol absorbance 415 nm. Tyrosyl-DNA phosphodiesterase 2 (Homo sapiens), O95551. AID 720702, 2013. hit rate 0.34% among 370,000. inhibition, % at 12.8 µM;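 active = inhibition above the mean of all tested compounds plus 3 SD, set per campaign, cut at about 25% in these data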;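 also: 0% = DMSO with enzyme and 100% = buffer with substrate but no TDP2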
Target sequence (O95551 whole entry, looked up): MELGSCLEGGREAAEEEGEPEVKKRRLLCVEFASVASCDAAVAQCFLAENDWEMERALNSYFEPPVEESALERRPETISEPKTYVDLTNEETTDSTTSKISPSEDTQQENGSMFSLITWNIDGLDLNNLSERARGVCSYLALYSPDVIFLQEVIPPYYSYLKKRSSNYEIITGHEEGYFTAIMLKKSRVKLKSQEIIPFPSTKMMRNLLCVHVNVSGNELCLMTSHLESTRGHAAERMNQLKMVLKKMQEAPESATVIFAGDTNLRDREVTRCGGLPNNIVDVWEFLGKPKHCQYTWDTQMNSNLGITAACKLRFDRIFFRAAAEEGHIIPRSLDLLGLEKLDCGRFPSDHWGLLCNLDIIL
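Material: recombinant human TDP2; quantity: TDP2 enzyme at 120 nM final; medium: Tris-HCl pH 7.5 with MgCl2; compound: single concentration, 12.8 µM nominal, with 1% DMSO; incubation: 2 h enzyme incubation at 37 °C; signal: epi absorbance; measure: percent inhibition; benchmarks: high control without enzyme, low control DMSO plus TDP2; repeats: singlicate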
PLC-gamma1 inh: PLC-gamma1 enzyme inhibitors, primary screen, biochemical, fluorescence, purified enzyme. hit rate 0.84% among 370,000. fluorogenic substrate. 1-phosphatidylinositol 4,5-bisphosphate phosphodiesterase gamma-1 (Homo sapiens), P19174. inhibition, % at 12.2 µM; in the data active = inhibition above about 9.5%
ADAM10 inh: human ADAM10 inhibitors, primary screen, biochemical, QFRET, HTS. Disintegrin and metalloproteinase domain-containing protein 10 (Homo sapiens), O14672. hit rate 0.62% among 370,000. recombinant ADAM10, EDANS/DABCYL FRET peptide cleavage, 3 h. AID 720582, 2013. inhibition, % at 7 µM;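 active = inhibition above a per-campaign cutoff equal to the mean of compounds falling between control-based bounds plus 3 SD, cut at about 20% in these data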;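 also: 0% = DMSO wells while the 100% control is not disclosed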
ADAM17 inh: ADAM17 inhibitors, primary screen, biochemical, QFRET. Disintegrin and metalloproteinase domain-containing protein 17 (Homo sapiens), P78536. recombinant ADAM17, EDANS/DABCYL FRET peptide cleavage. inhibition, % at 6.95 µM. hit rate 0.83% among 370,000. AID 720648, 2013;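 active = inhibition above the mean of compounds lying between control limits plus 3 SD, set per campaign, cut at about 8.5% in these data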;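 also: 0% = DMSO-only wells as the low control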
ASAP1 inh: inhibitors of human ASAP1 ArfGAP activity, primary screen, biochemical, fluorescence polarization. Arf-GAP with SH3 domain, ANK repeat and PH domain-containing protein 1 (Homo sapiens), …. ASAP1-stimulated ARF1 GTP hydrolysis, GDP FP detection. inhibition, % at 16.5 µM. hit rate 0.19% among 360,000; in the data active = inhibition above about 25%;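 also: 0% = vehicle with enzyme and substrate and 100% = no enzyme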
Target sequence (Q9ULH1 325-724 limits assumed): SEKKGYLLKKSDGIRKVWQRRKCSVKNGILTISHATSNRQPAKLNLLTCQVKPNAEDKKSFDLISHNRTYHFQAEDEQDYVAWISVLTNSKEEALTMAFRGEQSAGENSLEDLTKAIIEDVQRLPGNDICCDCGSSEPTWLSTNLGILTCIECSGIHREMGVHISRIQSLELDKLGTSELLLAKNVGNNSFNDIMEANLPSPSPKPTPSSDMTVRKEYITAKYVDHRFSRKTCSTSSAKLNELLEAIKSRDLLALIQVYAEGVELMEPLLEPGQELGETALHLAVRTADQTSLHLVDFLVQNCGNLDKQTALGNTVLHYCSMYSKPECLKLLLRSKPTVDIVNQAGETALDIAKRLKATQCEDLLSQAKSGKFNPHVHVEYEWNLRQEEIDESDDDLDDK
LEDGF integ inh: blockers of LEDGF/p75-dependent integrase strand transfer – biochemical, TR-FRET, high throughput, primary screen; HIV-1 integrase (with human LEDGF/p75); TR-FRET IN-LEDGF/p75 DNA integration, Eu/Cy5; inhibition, % at 3.7 µM; hit rate 0.64% among 370,000; AID 743269, 2014;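 active = inhibition above the screen-wide mean plus 3 SD, cut at about 13% in these data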;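 also: signal is the Cy5 over europium emission ratio at 671 and 618 nm; 0% = plate median of compound wells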
Tn7 DDE FP: inhibitors of Tn7 peptide binding to fibrin DD(E), primary screen, biochemical, fluorescence polarization, human fibrin, Tn7 probe; Fibrinogen beta chain (Homo sapiens), P02675; inhibition, % at 8.3 µM; hit rate 0.13% among 370,000; AID 720508, 2013; FP displacement of FITC-Tn7 peptide from fibrin DD(E); 0% = median of compound wells per plate;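 active = inhibition above the mean of compounds falling within the control limits plus 3 SD of them, cut at about 14% in these data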;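 also: 0% = plate median of compound wells and 100% = 10 µM Aha-Tn7 peptide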
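Assay system: Fibrin-DD(E) protein isolated from polymerized human fibrin clots; read-out basis: percent inhibition; medium: Tris/NaCl/CaCl2 buffer, pH 7.8; signal: FP measurement; incubation: 10 min plus 3 h, room temperature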
ARFGAP1 inhibitor: inhibitors of rat ARFGAP1 GAP activity, primary screen, biochemical, fluorescence polarization, GDP tracer | hit rate 0.26% among 360,000 | Arfgap1-stimulated ARF1 GTP hydrolysis, GDP FP detection | ADP-ribosylation factor GTPase-activating protein 1 (Rattus norvegicus), Q62848 | inhibition, % at 16.5 µM;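 active = inhibition above a per-plate limit, mean inhibition of low control wells plus 3 SD, cut at about 25% in these data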;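 also: 0% = DMSO wells with enzyme and 100% = wells lacking Arfgap1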
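material = rat Arfgap1 catalytic domain, aa 1-136 | also added = human ARF1(Δ1-17)-GTP substrate | compound dosing = one concentration, 16.5 µM, DMSO 1.26% | times = GTP hydrolysis reaction 2 h at 25 °C | measured by = FP, GDP Alexa 633 tracer displaced from anti-GDP antibody, 620/688 nm | evaluation = percent inhibition of Arfgap1-stimulated GTP hydrolysis | replication = single well per compound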
KLK7 zymogen act: proKLK7 zymogen activators, primary screen, biochemical, fluorescence intensity | Kallikrein-7 (Homo sapiens), P49862 | purified proKLK7, EDANS-DABCYL substrate fluorescence; 100% is mature enzyme control, 0% vehicle | activation, % at 7 µM | hit rate 0.9% among 370,000 | AID 652039, 2013;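 active = activation above the mean of all tested compounds plus 3 SD, computed per campaign excluding outliers beyond control limits, cut at about 13% in these data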
Target sequence (P49862 whole entry, looked up): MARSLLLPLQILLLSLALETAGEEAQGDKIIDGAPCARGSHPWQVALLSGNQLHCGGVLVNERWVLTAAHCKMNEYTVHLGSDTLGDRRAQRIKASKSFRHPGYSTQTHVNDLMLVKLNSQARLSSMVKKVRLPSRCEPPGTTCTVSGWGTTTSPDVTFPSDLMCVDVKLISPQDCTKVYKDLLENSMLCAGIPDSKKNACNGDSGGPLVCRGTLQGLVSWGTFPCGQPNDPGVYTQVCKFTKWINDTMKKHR
Active calls of the source: *; i = inactive; / = no result given.

SMILES	DDE Tn6 FP inh	TDP2 inh	PLC-gamma1 inh	ADAM10 inh	ADAM17 inh	ASAP1 inh	LEDGF integ inh	Tn7 DDE FP	ARFGAP1 inhibitor	KLK7 zymogen act
O=C(NCCN1CCN(S(=O)(=O)c2ccc(F)cc2)CC1)C(=O)NCc1ccccc1	-5	-6	0	-4	-3	-3	-3	-7	5	-0.6
Cc1nn(-c2ccccc2)c(Cl)c1/C=N/NC(=O)OC(C)(C)C	3	1	4	2	2	-7	0	-1	-9	0.2
COc1ccccc1CNC(=O)CN(C)S(=O)(=O)c1ccc(Br)s1	13	8	1	-5	1	4	2	-2	-3	-0.5
Cc1ccc2nc(Cc3ccc(N)cc3)[nH]c2c1	0	2	-7	-1	-1	1	1	4	2	0.0
Cc1nnsc1C(=O)NC1CCCc2c1cnn2-c1ccccc1F (stereo not drawn)	1	20	1	3	1	-6	5	0	-6	0.4
CC(C)CCNC(=O)C1CCCN1C(=O)NC1CCCCC1 (stereo not drawn)	10	1	6	5	-2	-12	-1	3	0	0.5
CC1CCN(S(=O)(=O)c2ccc3c(c2)N(CC(=O)NCCCN2CCCCC2C)C(=O)CS3)CC1 (stereo not drawn)	-2	4	-1	-5	-2	-5	-2	6	6	-0.5
Cc1cccc(C)c1NC(=O)c1ccc2c(c1)CCN2S(C)(=O)=O	1	-1	-2	-1	0	6	2	6	2	-0.5
C(=N\Nc1nn2cnnc2c2ccccc12)/c1ccco1	7	-7	-2	0	-1	-8	-4	-1	10	-0.1
COc1ccc([C@H]2C[C@@H](O)[C@H](n3cc(COC(=O)c4ccccc4)nn3)CN2C(=O)C2CCCCC2)cc1	-3	2	4	1	3	12	0	-12	11	-0.3
FC(F)(F)c1cccc(N2CCN(C3=Nc4ccccc4Sc4ccccc43)CC2)c1	-13	-4	1	-8	4	/	-2	-4	/	0.3
COc1ccc(S(=O)(=O)NCc2ccncc2)cc1NC(=O)c1ccccc1	2	19	-1	-2	-3	-1	4	0	-9	0.1
CCOC(=O)C1=C(CNC(C)(C)CC(C)(C)C)NC(=O)NC1c1cccc([N+](=O)[O-])c1 (stereo not drawn)	-8	-24	7	7	0	-2	-3	-3	-2	0.4
O=C(NCCc1ccccc1F)[C@@H]1CSC2c3ccccc3C(=O)N21 (stereo partly drawn)	0	7	0	2	-2	-3	2	-1	1	0.3
Cc1ccccc1NC(=O)CN(C)S(=O)(=O)c1cccs1	11	8	0	0	-3	-7	-1	-2	8	0.0
COc1ccc(-c2oc3cc(O)c(OC)c(O)c3c(=O)c2OC)cc1O	-10	12	1	-2	-1	7	0	1	13	1.0
CCOC(=O)C1=C(COC(=O)/C=C/c2cc(OC)c(OC)c(OC)c2)NC(=O)NC1C (stereo not drawn)	6	5	-17	-20	-7	12	-2	5	4	-0.7
O=C(CNC(=O)c1ccc(Cl)cc1)OCC(=O)N1CCCC1	5	-6	2	-11	-2	-5	1	-5	11	-0.2
Cn1c(=O)[nH]c(=O)c2c1nc(Br)n2CCCCSc1nc2ccccc2o1	5	-17	4	7	7	2	3	-6	-2	-0.7
C[C@@H]1CC=C[C@H]2[C@H]1C(=O)N(Cc1ccccc1)[C@H]2c1ccoc1	2	5	-3	-5	1	-7	5	2	-2	0.3

Structures from the list above containing a tert-butyl group (2):
SMILES	DDE Tn6 FP inh	TDP2 inh	PLC-gamma1 inh	ADAM10 inh	ADAM17 inh	ASAP1 inh	LEDGF integ inh	Tn7 DDE FP	ARFGAP1 inhibitor	KLK7 zymogen act
Cc1nn(-c2ccccc2)c(Cl)c1/C=N/NC(=O)OC(C)(C)C	3	1	4	2	2	-7	0	-1	-9	0.2
CCOC(=O)C1=C(CNC(C)(C)CC(C)(C)C)NC(=O)NC1c1cccc([N+](=O)[O-])c1 (stereo not drawn)	-8	-24	7	7	0	-2	-3	-3	-2	0.4

(further entries)
SMILES	DDE Tn6 FP inh	TDP2 inh	PLC-gamma1 inh	ADAM10 inh	ADAM17 inh	ASAP1 inh	LEDGF integ inh	Tn7 DDE FP	ARFGAP1 inhibitor	KLK7 zymogen act
CCOC(=O)C1=CC[C@@H](c2ccccc2)N(S(=O)(=O)c2ccc(C)cc2)[C@@H]1C#N	2	5	-3	-2	-1	3	-2	1	0	0.5
CC(=O)NN1C(=O)c2ccccc2NC1c1ccccc1 (stereo not drawn)	1	4	-379	i	-241	-4	0	4	-11	16*
COc1ccc(CCNC(=O)c2ccc(NS(=O)(=O)c3c(C)noc3C)cc2)cc1OC	6	4	-3	-5	-4	0	-2	-2	-2	0.7
N/C(=N\C(=O)OCc1ccccc1)N(CC#CC1=CCCCC1)CC1CC1	-4	-5	-1	14	8	/	-1	10	/	0.0
C/C=C/c1cccc(-c2nc(C(=O)N3CCCCC3)cc3c2[C@H](CCO)N(C(=O)NC(C)C)C3)c1	7	-1	5	8	1	0	2	-1	0	-0.6
CCCCCCN1CCS(=O)(=O)N(Cc2ccc(C)cc2)C(C(=O)OC)C1 (stereo not drawn)	0	-8	-1	0	2	/	-3	3	/	-0.1
COc1ccccc1N(C)S(=O)(=O)c1ccc(C)c(C(=O)NC(C)c2ccccn2)c1 (stereo not drawn)	-4	2	-1	-9	1	0	-4	0	4	0.1
Cc1cccc(-n2cnc(C(=O)NNC(=S)Nc3ccccc3)c2)n1	2	-6	-3	2	-1	3	-11	-1	7	-0.2
N=NC(=O)c1ccccc1Nc1c(O)[nH]c2ccccc12	2	5	-102	-49	-20	-7	-3	-1	-12	0.8
COc1cccc(CNS(=O)(=O)c2ccc3c(c2)NC(=O)CS3)c1	0	5	1	-2	-2	-26	0	-2	4	-0.3
O=[N+]([O-])c1ccc(Cl)c(/C=N/N2CCN(C3c4ccccc4-c4ccccc43)CC2)c1	-10	-15	2	-8	-8	10	0	1	0	0.1
Cn1cnnc1SCC(=O)Nc1ccc(OC(F)F)cc1	-5	2	1	-6	-2	-13	1	1	-11	0.3
Cn1cc(S(=O)(=O)N2CCCC2)cc1C(=O)NCc1ccc(F)cc1	1	6	5	6	0	-9	6	4	-12	0.8
O=C(CCc1nc2cccnc2n1Cc1ccccc1)N1CCOCC1	8	3	1	-8	-7	-1	-1	-1	-9	-0.1
O=C1CN(C(=O)c2ccc3nc(Cc4cccc(Cl)c4)oc3c2)CCN1	9	-14	-2	-1	-3	12	-3	14*	-1	0.2
CN1CCc2c(sc(/N=C/c3c[nH]c4ccccc34)c2C(N)=O)C1	-5	1	-92	-168	-73	18	6	-6	6	1.1
CCC(C)NC(=O)CN1C(=O)NC2(CCc3ccccc3C2)C1=O (stereo not drawn)	-3	-2	2	-3	-5	-7	-2	2	-9	0.1
COc1c(S(=O)(=O)NCCN2CCOCC2)ccc(Cl)c1Cl	2	-4	-3	0	-3	9	-5	-1	1	0.6
CNc1nc(-c2ccc3c(c2)CCN3S(=O)(=O)c2ccccc2)c(C)s1	2	-7	-3	8	1	4	0	-4	-2	0.1
COC(=O)CCC(=O)NNC(=O)CCCOc1ccc(Cl)cc1Cl	12	6	1	2	-2	2	-1	-5	1	0.0
CC(=O)NN1C(=O)c2ccccc2NC1c1ccc(N(C)C)cc1 (stereo not drawn)	3	-27	i	i	-434	-4	2	0	-5	7.9
C/C(=N/NC(=O)CNC(=O)c1ccccc1F)c1ccc2c(c1)CCCC2	-1	-1	-1	-14	-3	-10	-4	-5	-4	0.1
CCOC(=O)CC1(CC(=O)OCC)NC(=O)c2c(C)sc(C(=O)OCC)c2N1	4	2	-310	i	-190	0	-1	11	9	13*
CC(=O)N/C(=C\c1cccc([N+](=O)[O-])c1)C(=O)NC(C)C	2	-9	0	-8	0	11	-3	2	0	0.1
Cc1ccc(N/C(CSC(N)=O)=N\S(=O)(=O)c2ccc(C)cc2)cc1	-7	7	-10	-6	-10	5	-2	-1	15	-0.2
Cc1ccc(C(=O)N/C(=C/c2cccnc2)C(=O)N2CCCCCC2)cc1	-13	-6	-2	-10	-8	-8	-4	3	11	-0.4
O=C(CCSc1ccc(Cl)cc1)N1CCOCC1	2	3	1	8	-3	6	-1	0	3	1.1
NC(=O)CSc1nnc2sc3ccccc3n12	5	7	0	2	0	-3	0	1	6	-0.1
O=C(COc1ccc2c(-c3ccccc3)cc(=O)oc2c1)NCCN1CCOCC1	-8	11	0	-7	-8	-6	-2	-5	0	-0.4
COc1ccc(CNc2ncnc3cc(Cl)ccc23)cc1OC	16*	6	-5	-8	-2	-3	1	3	4	0.0
CSCCC(c1nnnn1C1CCCC1)N1CCN(C/C=C/c2ccccc2)CC1 (stereo not drawn)	-2	10	2	4	-1	-7	8	-2	3	-0.5
O=c1c2ccccc2[nH]c(=S)n1Cc1ccc2c(c1)OCO2	-4	-3	1	6	1	-3	0	-1	-3	-0.2
CC1CCC2(CC1)SCC(=O)N2c1ccc(F)cc1 (stereo not drawn)	10	-5	0	-6	-4	-4	0	9	-3	-0.3
Cc1nccn1CC(O)COC1CCCCC1 (stereo not drawn)	-2	3	2	0	1	3	0	4	10	-0.1
CCNC(=S)Nc1ccc(OCc2nc3ccccc3s2)cc1	7	4	1	0	-2	6	0	6	5	0.4
Cn1c(SCC(=O)Nc2ccc(N3CCOCC3)cc2)nnc1-c1ccco1	-6	-3	2	3	-1	0	3	5	4	-0.1
CNC(=O)c1cc2cc(Br)ccc2s1	0	-30	8	6	2	23	11	-1	1	-0.2
CCc1c(C)sc(NC(=O)c2cc(-c3ccco3)on2)c1C#N	2	3	-14	4	-1	6	1	5	-5	-1.2

An unsorted share of the library; overall some 4.2% were active at least once.
